High-throughput results deposited in PubChem by several laboratories.
RmlC RmlD mix: mixture blocks RmlC and RmlD coupled enzyme activity; inhibition, % at 5.5 µM; 0.39% of 110,000 active; RmlC/RmlD coupled enzyme inhibition, 384-well mixture HTS; in the data active = inhibition above about 30%, passing the limit was not always enough; also: strong numbers were not always called active
RT RNaseH block: inhibitors of HIV-1 reverse transcriptase RNase H; RT-RNase H RNA/DNA duplex cleavage, fluorescence; inhibition, % at 10 µM; 1.9% of 65,000 active; AID 565; in the data active = inhibition above about 50%
* hit, by the source's call; nt = no result given. An excerpt; the hit share may differ from the screen's.

1) Cc1cccc(-n2ncc(C#N)c2N)c1
2) COc1cccc(-c2nn3c(-c4ccco4)nnc3s2)c1
3) CCS(=O)(=O)c1ccc(S(=O)(=O)CC)s1
4) O=C(O)C1CCCN(S(=O)(=O)c2ccc(F)cc2)C1 (stereo unspecified)
5) COc1ccc(N2C(=O)CC(NCc3ccncc3)C2=O)cc1 (stereo unspecified)
Screen / compound no.	1	2	3	4	5
RmlC RmlD mix	16	-6	26	-7	-13
RT RNaseH block	-1	-9	-2	-8	0

6) CN1CCN(S(=O)(=O)c2ccc(N)cc2)CC1
7) Cc1cccc(OCc2nnc(SCC(=O)c3ccccc3)o2)c1
8) Cc1ccc(C2C(=O)N(C3CCCC3)CC(=O)N2CC2COc3ccccc3O2)cc1 (stereo unspecified)
9) CCOC(=O)c1oc2cc(O)ccc2c(=O)c1-c1csc(C)n1
10) CCN(CC)C(c1ccc(C)cc1)c1nnnn1C1CCCCC1 (stereo unspecified)
Screen / compound no.	6	7	8	9	10
RmlC RmlD mix	4	4	9	3	13
RT RNaseH block	1	-46	14	3	3

5 entries from above, bar-delimited.
entry | Compound | RmlC RmlD mix | RT RNaseH block
10 | CCN(CC)C(c1ccc(C)cc1)c1nnnn1C1CCCCC1 (stereo unspecified) | 13 | 3
7 | Cc1cccc(OCc2nnc(SCC(=O)c3ccccc3)o2)c1 | 4 | -46
8 | Cc1ccc(C2C(=O)N(C3CCCC3)CC(=O)N2CC2COc3ccccc3O2)cc1 (stereo unspecified) | 9 | 14
9 | CCOC(=O)c1oc2cc(O)ccc2c(=O)c1-c1csc(C)n1 | 3 | 3
6 | CN1CCN(S(=O)(=O)c2ccc(N)cc2)CC1 | 4 | 1

The results go on.
11) O=C(CCN1CCC(c2ccccc2)C1)c1cccs1 (stereo unspecified)
12) Cc1cc(C(=O)N/N=C2\CC(=O)CC(C)(C)C2)n[nH]1
13) CCOc1cc(C(=O)Nc2ccc(S(=O)(=O)N3CCOCC3)cc2)cc(OCC)c1OCC
14) COc1ccc(NC(=O)N(Cc2ccc(C)cc2)Cc2cccnc2)c(OC)c1
15) CCCc1cc(Nc2c(C)n(C)n(-c3ccccc3)c2=O)n2c(nc3ccccc32)c1C#N
Screen / compound no.	11	12	13	14	15
RmlC RmlD mix	-2	-26	-6	7	6
RT RNaseH block	2	nt	5	nt	6

16) CCOc1ccccc1CN1CCN(S(C)(=O)=O)CC1
17) Cc1ccc(S(=O)(=O)N/N=C\c2cn(-c3ccccc3)nc2-c2ccccc2)cc1
18) COc1ccc(OC)c(C2=NOC(C(=O)NCc3ccco3)C2)c1 (stereo unspecified)
19) Nc1nc(OCC(F)(F)F)cc(Oc2ccccc2F)n1
20) CC1(C)Cc2c(C#N)c(SCc3ccccc3)nc(N3CCOCC3)c2CO1
Screen / compound no.	16	17	18	19	20
RmlC RmlD mix	4	-10	6	-7	2
RT RNaseH block	-5	nt	nt	-3	30

21) Cc1[nH]c2ccccc2c1C1C(c2ccccc2)=NN=C(C(C)C)N1O (stereo unspecified)
22) CC(=O)c1cccc(NC(=O)N2C3CCC2CC(O)(c2cccnc2)C3)c1 (stereo unspecified)
23) CCn1ccc(C(=O)NC2=C(C#N)CCC2)n1
24) CC(C)(C)c1cc(NS(=O)(=O)c2ccc3c(c2)OCCO3)on1
25) CCC(NC(=O)c1ccccc1NC(=O)c1ccccc1)C(=O)O (stereo unspecified)
Screen / compound no.	21	22	23	24	25
RmlC RmlD mix	-12	5	-13	4	7
RT RNaseH block	nt	3	nt	-7	-20

26) CC(=NCCc1ccccc1)C1=C(O)CCC1=O
27) COc1ccccc1NC(=O)Cn1c(=O)oc2ccccc21
28) O=C(CSc1nc2ccccc2c(=O)n1Cc1ccco1)N1CCN(c2ccccc2)CC1
29) O=C(Cc1ccccc1)Nc1nnc(-c2ccco2)s1
30) CCOC(=O)c1cnc2c(OC)cccc2c1N1CCN(c2ccccc2OC)CC1
Screen / compound no.	26	27	28	29	30
RmlC RmlD mix	-9	-12	-8	4	3
RT RNaseH block	nt	-10	-68	21	6

31) CCn1c(=O)c(C(=O)NCCCO)c(O)c2ccccc21
32) Cc1ccc(-c2cc(-c3ccccc3O)nc(N/N=C/c3cccnc3)n2)cc1
33) CCc1ccc(-c2nn(Cc3ccccc3)cc2/C=C/C(=O)O)cc1
34) CCCOc1ccc(-c2cnc(SCC(N)=O)nc2N)cc1
35) CS(=O)(=O)Nc1ccc(C(=O)NC2CCCC2)cc1
Screen / compound no.	31	32	33	34	35
RmlC RmlD mix	3	-4	-13	-5	47
RT RNaseH block	-3	nt	nt	-6	-8

36) CCOC1(NC(=O)c2ccccc2)C(C)=CC(=O)C=C1C
37) CC(C(=O)c1ccccc1)n1cnc2ccccc2c1=O (stereo unspecified)
38) CCCCOc1cccc(C(=O)O)c1
39) COc1cccc(NC(=O)CSc2nnc(-c3cc(-c4ccccn4)nc4ccccc34)o2)c1
40) CCNS(=O)(=O)c1cc(S(C)(=O)=O)ccc1Cl
Screen / compound no.	36	37	38	39	40
RmlC RmlD mix	-9	14	-14	9	-1
RT RNaseH block	-5	-40	-3	12	6

41) CCN(CC)C1CC(=O)N(c2cccc(C)c2)C1=O (stereo unspecified)
42) CCC(=O)Nc1nc(CC(=O)Nc2ccccc2)cs1
43) CC1(C)CC(=O)C2=C(C1)N(Cc1ccco1)C(=O)C2(O)C(F)(F)F (stereo unspecified)
44) COC(=O)CC/C(C)=N\Nc1ccc([N+](=O)[O-])cc1[N+](=O)[O-]
45) C=CCNc1nnc(SC2CC(=O)N(c3ccc(OC)cc3)C2=O)s1 (stereo unspecified)
Screen / compound no.	41	42	43	44	45
RmlC RmlD mix	-20	-13	-9	-11	-22
RT RNaseH block	34	-5	4	nt	30

46) O=c1ccn(Cc2ccccc2)cc1
47) CCOc1ccc(S(=O)(=O)NCC2CCCO2)cc1 (stereo unspecified)
48) Cc1ccc(-c2nc3ncccc3o2)cc1NC(=O)Cc1ccc(Cl)cc1
49) O=C(NCC1CCCO1)c1ccc2c(c1)OCO2 (stereo unspecified)
50) CCC1CCCCN1C(=O)Cn1c(C(=O)OC)cc2ccsc21 (stereo unspecified)
Screen / compound no.	46	47	48	49	50
RmlC RmlD mix	8	3	-14	6	-3
RT RNaseH block	nt	nt	11	3	-7

51) Cc1nn(Cc2ccc([N+](=O)[O-])cc2)c(=O)n1-c1c(F)cccc1F
52) Nc1cc(N)nc(SCC(=O)Nc2ccccc2)n1
53) CCN(CC)CCCOC(=O)C1(c2ccccc2)CCCC1
54) O=C(NC1CC2CCCC(C1)N2C(=O)NC1CCCCC1)c1ccccc1 (stereo unspecified)
55) Cc1ccc(CCNc2ccccc2C)cn1
Screen / compound no.	51	52	53	54	55
RmlC RmlD mix	-6	-13	4	-6	6
RT RNaseH block	nt	nt	nt	-4	nt

56) COC(=O)c1ccc(NC(=O)CSC2=Nc3ccccc3C3CC=NN23)cc1 (stereo unspecified)
57) CCOC(=O)CSc1nc(N)cc(=O)[nH]1
58) CCOc1ccc(C(=O)/C=C/c2cn(CN3CCN(C)CC3)c3ccccc23)cc1
59) CCOc1cc(NC(=O)c2ccccn2)c(OCC)cc1NC(=O)CC(C)C
60) Cc1ccccc1C(O)c1ccccn1 (stereo unspecified)
Screen / compound no.	56	57	58	59	60
RmlC RmlD mix	-87	-8	9	-12	-12
RT RNaseH block	nt	6	nt	-8	nt

61) COc1ccc(CCNC(=O)CSc2nnnn2Cc2ccc3c(c2)OCO3)cc1OC
62) Cc1occc1-c1nc(-c2ccccn2)no1
63) N#Cc1nc(Cc2ccccc2)oc1N1CCN(c2ccccc2)CC1
64) CCOC(=O)c1ccc(COC(=O)c2nonc2N)cc1
65) CC(C)NC(C(=O)Nc1cc(Cl)cc(Cl)c1)c1ccccc1 (stereo unspecified)
Screen / compound no.	61	62	63	64	65
RmlC RmlD mix	2	-17	-2	nt	6
RT RNaseH block	-11	-15	-17	-5	nt

66) COc1ccc(C2=NN(CN3C(=O)C(=O)c4ccccc43)C(c3ccc(C)cc3)C2)cc1 (stereo unspecified)
67) C[C@H]1CCC[C@@]2(O[C@@H](CCO)C[C@H](O)[C@H]2O)O1
68) O=C(CCc1ccccc1)OCCN1CCOCC1
69) CNCCCC1Sc2ccccc2Oc2ccccc21 (stereo unspecified)
70) CCOc1ccc(-c2nc(C)c(C(C)=O)n2O)cc1
Screen / compound no.	66	67	68	69	70
RmlC RmlD mix	9	-13	14	-8	6
RT RNaseH block	nt	nt	-9	nt	nt

71) CCCCCCN=CC1=C(O)CC(C)(C)CC1=O
72) CCc1nnc(NC(=O)CSc2nnc(-c3ccccc3NC(=O)c3ccccc3)o2)s1
73) CCN(CC)c1ccc(C(=O)n2cnc3ccccc32)cc1
74) COc1ccc(C(OC(=O)c2ccco2)C(=O)NCc2ccco2)cc1 (stereo unspecified)
75) NC(=O)CC(NC(=O)c1ccccc1)c1ccc(N2CCC(Br)CC2)c([N+](=O)[O-])c1 (stereo unspecified)
Screen / compound no.	71	72	73	74	75
RmlC RmlD mix	5	17	-11	-4	-5
RT RNaseH block	0	0	-12	-1	nt

76) COc1cc(C)ccc1OCCCCN1CC(C)OC(C)C1 (stereo unspecified)
77) C[C@]12CC[C@@H](O)C[C@@H]1CC[C@@H]1[C@@H]2CC[C@]2(C)[C@@H](O)CC[C@@H]12
78) Cc1cc(O)c2c(c1)C(O)(C1OC(CO)C(O)C(O)C1O)c1cccc(O)c1C2=O (stereo unspecified)
79) CCCC1O[C@@H]2C[C@H]3[C@@H]4CCC5=CC(=O)C=C[C@]5(C)[C@H]4[C@@H](O)C[C@]3(C)[C@]2(C(=O)CO)O1 (stereo partly specified)
80) COc1ccc(CN2C(=O)c3ccccc3C2C(=O)NCc2cccnc2)c(OC)c1 (stereo unspecified)
Screen / compound no.	76	77	78	79	80
RmlC RmlD mix	-4	4	10	1	-4
RT RNaseH block	nt	nt	nt	6	-7

81) CN1CCN(c2ccc(Cl)cc2NC(=O)c2nn(-c3ccccc3)c(=O)c3ccccc23)CC1
82) COc1cc(/C=C/C(=O)N2CCN(CC(O)COc3ccccc3)CC2)cc(OC)c1OC (stereo unspecified)
83) O=C(CSc1nnc(-c2ccco2)o1)NC1CCCCC1
84) COCCN1C(=O)c2ccccc2C(C(=O)N2CCN(c3ccccc3)CC2)C1c1ccc(F)cc1 (stereo unspecified)
85) COc1ccc(-c2nc(C#N)c(NCc3ccccc3Cl)o2)cc1
Screen / compound no.	81	82	83	84	85
RmlC RmlD mix	-13	-3	-14	6	-6
RT RNaseH block	1	nt	-2	nt	6

86) CCOc1ccc(N(CC(=O)Nc2ccc(F)c(F)c2)S(=O)(=O)c2c(C)noc2C)cc1
87) CCCOC(=O)c1cccc(NC(=O)C(C)(C)C)c1
88) CCCn1c(=O)c2ccccc2n2c(SCC(=O)c3cc(C)n(CCOC)c3C)nnc12
89) O=C1c2ccccc2C(Nc2ccc(Cl)cn2)N1Cc1ccccc1 (stereo unspecified)
90) CCC1(CC)C(=O)N(Cc2ccccc2)C(=O)N(Cc2ccccc2)C1=O
Screen / compound no.	86	87	88	89	90
RmlC RmlD mix	10	7	nt	-13	0
RT RNaseH block	-11	0	-8	nt	nt

91) Cn1cccc1Cc1nnc(SCC(=O)Nc2ccccc2F)n1CCc1ccccc1
92) CCOc1ccc(C(=O)N(CN2CCCC2=O)c2ccc(C)cc2)cc1
93) Cn1c(=O)[nH]c(=O)c2c1nc(CN1CCN(c3ccccc3F)CC1)n2CCc1ccccc1
94) O=C(CN1C2=NCCCN2c2ccccc21)c1ccc(Br)s1
95) Cc1ccc(NC(=O)CN2C(=O)CN=C(c3ccccc3)c3cc(Cl)ccc32)cc1
Screen / compound no.	91	92	93	94	95
RmlC RmlD mix	-10	-13	-8	8	29
RT RNaseH block	-31	-3	6	-15	nt

96) O=C(CSc1nc2ccccc2s1)c1cc2ccccc2o1
97) COC(=O)c1ccc(N2CCCCC2)c(NS(=O)(=O)c2ccc(C)cc2)c1
98) CCN(C(=O)CCN1C(=O)c2ccccc2C1=O)C1CCCCC1
99) COc1ccccc1NC(=O)c1sc2nc(Cc3ccccc3)cc(C(F)(F)F)c2c1N
100) C=CC1=C(C(=O)O)N2C(=O)C(NC(=O)Cc3ccccc3)C2SC1 (stereo unspecified)
Screen / compound no.	96	97	98	99	100
RmlC RmlD mix	1	-18	-10	-7	10
RT RNaseH block	nt	nt	5	nt	nt

101) COc1cc(NC(=O)c2ccc(COCC(F)(F)F)cc2)cc(OC)c1OC
102) CNC(=O)c1ccsc1NC(=O)c1ccccc1
103) CC(C)(C)NC(=O)COC(=O)Cc1ccc(Cl)cc1
104) CCOC(=O)N1CCC(NC(=O)c2cc(S(=O)(=O)N3CCCC3)cn2C)CC1
105) COc1ccc(C)cc1-n1nnnc1SCC(=O)N1CCC(C(=O)Nc2nccs2)CC1
106) O=C(CN1CCCCC1)NCCNC(=O)CN1CCCCC1
107) COc1ccc(C2=CC(=O)CC(c3ccc(F)cc3)C2)cc1 (stereo unspecified)
108) CC(C)(C(=O)c1ccccc1)/[N+]([O-])=C/c1ccccc1
Screen / compound no.	101	102	103	104	105	106	107	108
RmlC RmlD mix	-3	21	7	29	10	-2	1	-9
RT RNaseH block	nt	-10	-8	-14	33	-10	nt	nt
